# RGS7-Gao – regulators of human RGS7-Galphao interaction; P09471; Multiplexed bead flow cytometry, RGS7-Galphao binding; actives lie on both sides; binding response (% of control), % at 10 µM; 220,000 compounds, 0.35% hits; AID 1439; in the data active means binding response below about 49% or above about 150%; inconclusive means no clear call, values can overlap the other calls; inactive means in between;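 further: fluorescent Galphao held in activated GDP-AlF4 state binding bead-coupled RGS7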
# RGS4-Gao reg – human RGS4-Galphao interaction regulation. 220,000 compounds, 0.33% hits. Multiplexed bead flow cytometry, RGS4-Galphao binding; actives lie on both sides. binding response (% of control), % at 10 µM; in the data active means binding response below about 49% or above about 150%; inactive means in between;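 further: fluorescent Galphao activated with aluminum fluoride binding bead-coupled RGS4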
# Mcl-1 Bim block – human Bim-Mcl-1 interaction inhibition | Q07820 | Bead-based flow cytometry, Bim peptide-Mcl-1 binding | inhibition, % at 10 µM | 190,000 compounds, 0.1% hits | AID 1009;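 further: 0% = no compound tracer wells and 100% = peptide blocker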
# Bim-Bcl-W – human Bim-Bcl-W interaction inhibition; bead-based flow cytometry, Bim peptide-Bcl-W binding; inhibition, % at 10 µM; 190,000 compounds, 0.02% hits; AID 952;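 further: 0% = bound tracer without compound and 100% = peptide blocker; higher means less fluorescent Bim peptide bound to Bcl-W beads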
# Mcl1-Noxa inh – Mcl-1/Noxa interaction inhibition; AID 1022; inhibition, % at 21.7 µM; Q07820; TR-FRET Mcl-1/Noxa peptide binding, 2 h; 220,000 compounds, 1.5% hits;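 active means compounds that cut the protein-peptide binding signal by more than 50% relative to plate controls in a single-dose test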;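 further: His-tagged Mcl-1 with rhodamine Noxa BH3 peptide and terbium anti-His antibody; 0% = Mcl-1 plus Noxa peptide wells and 100% = peptide-only wells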
# Bcl-B Bim block – disrupts Bim peptide binding to human Bcl-B; Q9HD36; bead-based flow cytometry; inhibition, % at 10 µM; 190,000 compounds, 0.073% hits; AID 951;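 further: 0% = tracer peptide without compound and 100% = reference inhibitor peptide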
# RGS8-Gao reg – regulators of human RGS8-Galphao interaction | P09471 | multiplexed bead flow cytometry, RGS8-Galphao binding; actives lie on both sides | response (percent of control binding), % at 10 µM | 220,000 compounds, 0.34% hits; in the data active means response below about 60% or above about 140%; inactive means in between;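 further: Galphao activated as the GDP aluminium fluoride complex binding bead-coupled RGS8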
# Bcl-XL Bim block – inhibitors of Bim-Bcl-XL interaction, human | 190,000 compounds, 0.04% hits | inhibition, % at 10 µM | Bim peptide-Bcl-XL binding, bead flow cytometry, fluorescence
# Mcl1-Bid inh – disrupts binding of human Mcl-1 to Bid peptide. Q07820. TR-FRET Mcl-1/Bid-Dy647 peptide binding, 1536-well. inhibition, % at 21.7 µM. 220,000 compounds, 0.97% hits. AID 1021;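 active means compounds that cut the binding signal by more than half at the single screening dose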;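 further: His-tagged Mcl-1 with europium anti-His antibody binding Bid BH3 peptide; 0% = Mcl-1 plus peptide wells and 100% = peptide-only wells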
# Bfl-1 Bim block – disrupts Bim binding to human Bfl-1. Bead-based flow cytometry, Bim-Bfl-1 binding inhibition. inhibition, % at 10 µM. 190,000 compounds, 0.12% hits. AID 1008;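 further: 0% = wells without compound plus tracer and 100% = blocker peptide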
# Bcl-2 Bim block – human Bim-Bcl-2 interaction inhibition; P10415; Bead-based flow cytometry, Bim peptide-Bcl-2 binding; inhibition, % at 10 µM; 190,000 compounds, 0.06% hits; AID 950; in the data active means inhibition above about 40%; inconclusive means no clear call, values can overlap the other calls;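 further: 0% = no compound wells with probe peptide and 100% = reference peptide inhibitor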
# An asterisk follows results filed as active; ? = inconclusive; . = no result given. Unless noted, no stated cut-off is given here; in the data, active means inhibition above about 40%.
1: Cc1ccc(NC(=O)c2sccc2SCc2cccc(C(F)(F)F)c2)cc1
2: O=C(Nc1ccccc1)c1ccccc1CC[N+](=O)[O-]
3: CCC1=NN(C(=O)C(=O)NCCc2ccccc2)C(O)(C(F)(F)F)C1 (centres undefined)
4: Cn1c2ccccc2c2c(C(=O)O)cn(C3CCCC3)c(=O)c21
5: C/C(O)=C(/C=NCC(=O)O)C(=O)Nc1nccs1
6: CCOC(=O)N1CCC2(CC1)C(C#N)=C(N)OC1=C2C(=O)CCC1
7: COc1ccccc1NC(=S)NNC(=O)c1ccc(O)cc1
8: CCc1cc(C(=O)N2CCCC(C(=O)c3cccc(OC(C)C)c3)C2)n(C)n1 (centres undefined)
assay / entry,1,2,3,4,5,6,7,8
RGS7-Gao,97,101,100,101,100,96,101,110
RGS4-Gao reg,104,101,106,100,104,99,100,98
Mcl-1 Bim block,-1,0,-3,0,1,-3,-6,-2
Bim-Bcl-W,0,-1,0,0,-1,0,-2,-4
Mcl1-Noxa inh,15,16,9,10,10,6,19,-16
Bcl-B Bim block,-7,2,-9,-1,1,-2,-30,-4
RGS8-Gao reg,101,102,104,102,98,100,99,98
Bcl-XL Bim block,-3,0,-5,-3,0,-1,-3,-2
Mcl1-Bid inh,-13,-11,-23,34,-22,-31,-22,-5
Bfl-1 Bim block,-12,0,-12,-2,-3,-5,-2,-8
Bcl-2 Bim block,-7,1,-10,-4,-5,1,-7,-7

9: Cc1nn(-c2ccccc2)c(C)c1/C=N/NC(=O)CSc1nnc(-c2ccccc2)n1-c1ccc(Cl)cc1
10: CCCCN1CC(COc2ccccc2)OC1=O (centres undefined)
11: CCOC(=O)c1cc2c(=O)n3ccccc3nc2n(CC(C)C)c1=NC(=O)c1ccco1
12: Cc1ccc(N(CC(O)COCc2ccco2)S(=O)(=O)c2ccc(C)cc2)cc1 (centres undefined)
13: CCCCN1C(=O)c2ccccc2C1C(=O)NC1CCCC1 (centres undefined)
14: O=C(OCc1ccc(F)cc1)c1ccc2ccccc2n1
15: Cc1nc2c(-c3ccc(F)cc3)c(C)nn2c(C)c1CCC(=O)NCc1ccco1
16: Cc1ccc(Cn2ncn3c(cc4ccccc43)c2=O)cc1
assay / entry,9,10,11,12,13,14,15,16
RGS7-Gao,99,103,95,97,99,100,108,98
RGS4-Gao reg,101,104,98,97,104,103,104,100
Mcl-1 Bim block,-1,0,0,1,0,1,2,1
Bim-Bcl-W,-3,1,1,-6,2,0,-2,2
Mcl1-Noxa inh,-6,3,12,12,-1,-1,26,.
Bcl-B Bim block,4,-4,-8,0,-6,-3,-5,0
RGS8-Gao reg,99,103,100,112,101,102,102,101
Bcl-XL Bim block,-8,2,-3,-11,0,-2,-3,0
Mcl1-Bid inh,8,-6,-17,-9,-12,-6,-13,.
Bfl-1 Bim block,-12,-11,-8,0,-7,-2,-9,-2
Bcl-2 Bim block,-5,-7,-7,2,-2,0,-8,0

# Look-ups from the list:
# compound 10 – Bcl-B Bim block = -4
# compound 1 – RGS7-Gao = 97

# Additional entries:
17: N#Cc1ccccc1OCCN1C(=O)c2ccccc2C1=O
18: CC(=O)c1nn(-c2cccc(Br)c2)cc1C(=O)c1ccc(Cl)cc1
19: O=Cc1ccc(Oc2ccc(F)cc2)nc1
20: Cc1cccc(C)c1NC(=O)Cn1nnc(-c2ccc(N3CCOCC3)cc2)n1
21: COCc1cc(C)nc(SCC(=O)Oc2ccccc2)c1C#N
22: O=C(CCCn1c(=S)[nH]c2cc3c(cc2c1=O)OCO3)N1CCN(c2ncccn2)CC1
23: C#CCOC(=O)C1C2C=CC(C2)C1C(=O)O (centres undefined)
24: COC(=O)c1ccc(NC(C)=O)cc1O
assay / entry,17,18,19,20,21,22,23,24
RGS7-Gao,96,101,?,108,104,98,99,100
RGS4-Gao reg,97,98,94,101,101,93,101,104
Mcl-1 Bim block,-7,-3,1,-1,-3,0,-1,-7
Bim-Bcl-W,-3,-2,0,0,0,0,-2,0
Mcl1-Noxa inh,21,-1,-3,8,11,19,11,2
Bcl-B Bim block,-4,-6,-3,-4,-7,-11,-1,-3
RGS8-Gao reg,94,103,95,102,100,96,102,100
Bcl-XL Bim block,-6,-8,-2,-2,-7,-2,-3,-2
Mcl1-Bid inh,2,-20,-46,-14,-34,-32,-24,-11
Bfl-1 Bim block,-4,-1,-1,-3,-9,0,0,-6
Bcl-2 Bim block,-2,-1,-1,-5,-3,1,-1,-1

25: CCOc1ccc(/C=N/NC2=NCCCCC2)cc1
26: COc1ccc(CC(=O)OCC(=O)Nc2ncc(Cl)cc2Cl)cc1OC
27: CC(=O)Nc1ccc(NC(=O)c2ccccc2CC[N+](=O)[O-])cc1
28: COc1ccc(C(=O)NC(=S)N(C)Cc2ccccc2)cc1Br
29: O=C(Nc1ccc(Cl)cn1)c1cccnc1
30: CCCc1ccccc1OCCNC(C)=O
31: O=C(NCc1ccccc1)c1ccc(CS(=O)(=O)c2ccccc2)o1
32: O=C(NC(Cc1ccccc1)C(=O)Oc1ccc2c(C(F)(F)F)cc(=O)oc2c1)OCc1ccccc1 (centres undefined)
assay / entry,25,26,27,28,29,30,31,32
RGS7-Gao,101,101,98,91,102,91,103,107
RGS4-Gao reg,95,101,101,92,103,92,100,107
Mcl-1 Bim block,0,-3,0,0,5,0,-1,4
Bim-Bcl-W,-1,-7,-2,-4,4,-1,0,6
Mcl1-Noxa inh,2,2,3,4,14,-2,20,5
Bcl-B Bim block,-5,-5,-2,-3,-3,-6,-5,5
RGS8-Gao reg,100,100,98,96,103,95,99,104
Bcl-XL Bim block,-3,-10,-2,-4,-5,-8,-4,9
Mcl1-Bid inh,1,0,-16,-23,-6,1,0,-9
Bfl-1 Bim block,-2,0,1,-4,-12,-13,-8,11
Bcl-2 Bim block,-1,-3,-1,-2,-4,-4,-3,6

33: C1=CCC(CN2CCNCC2)CC1 (centres undefined)
34: Cc1ccc(C(=O)CN(C(=O)c2ccc(Cl)c(Cl)c2)N2C(=O)C3CCCCC3C2=O)cc1C (centres undefined)
35: CC(=O)Nc1sc(N/N=C\c2ccco2)nc1-c1cccs1
36: CNS(=O)(=O)c1ccc2nc(NC(=O)c3ccc(N4C(=O)CCC4=O)cc3)sc2c1
37: COc1ccc(CNC(=O)COC(=O)CC2CCCC2)cc1
38: NC(=O)c1cccc(CC(=O)c2ccccc2)c1
39: Cc1ccc(/C=C2\SC(=S)N(C3CCS(=O)(=O)C3)C2=O)cc1 (centres undefined)
40: CCOc1ccccc1NC(=O)N1CCC(C(=O)c2ccc(F)cc2)CC1
assay / entry,33,34,35,36,37,38,39,40
RGS7-Gao,100,94,100,112,99,?,98,101
RGS4-Gao reg,101,87,99,102,106,86,100,102
Mcl-1 Bim block,0,-4,-5,-3,-4,.,0,1
Bim-Bcl-W,0,-1,-7,2,0,.,-1,7
Mcl1-Noxa inh,28,-23,74*,60*,-5,-14,0,0
Bcl-B Bim block,-2,-11,-18,-27,-2,.,-4,-3
RGS8-Gao reg,99,94,101,101,100,88,101,97
Bcl-XL Bim block,-1,-6,-13,-2,-5,.,-1,2
Mcl1-Bid inh,14,-4,-74,-15,-16,-9,8,-22
Bfl-1 Bim block,-5,-14,-3,5,-1,.,-5,-7
Bcl-2 Bim block,-5,-7,-2,-1,-2,.,-4,-3

41: Cc1ccc(CNC(=O)CCC2CCCN(C(=O)CCC(F)(F)F)C2)o1 (centres undefined)
42: C=CCn1c2[n+](c3ccccc3c1=O)CCCCC2
43: Cc1c(C(=O)N2CCc3ccccc3C2)sc2nc(-c3ccccc3)cn12
44: Cc1cccc(Cn2c(SCC(=O)Nc3ccccc3)nc3c2c(=O)[nH]c(=O)n3C)c1
45: COc1cc(NC(=O)c2cccc(F)c2)cc(OC)c1OC
46: O=C(Nc1ccccc1)N1CCCC(c2nc(-c3ccc(F)cc3)no2)C1 (centres undefined)
47: O=C1CCN(S(=O)(=O)c2ccccc2)CCN1CCOCc1ccc(Cl)cc1
48: CN(CCc1ccccn1)C(=O)c1cccnc1Oc1ccc(Cl)cc1
assay / entry,41,42,43,44,45,46,47,48
RGS7-Gao,104,106,102,97,98,103,?,?
RGS4-Gao reg,102,102,101,99,101,105,100,95
Mcl-1 Bim block,1,-1,-2,0,0,2,.,.
Bim-Bcl-W,0,6,-4,4,0,2,.,.
Mcl1-Noxa inh,11,19,-6,9,12,19,5,-35
Bcl-B Bim block,-2,-7,-11,-2,0,-4,.,.
RGS8-Gao reg,101,103,102,102,101,106,98,98
Bcl-XL Bim block,-2,1,-7,-5,-1,2,.,.
Mcl1-Bid inh,-89,-15,-3,18,-17,-6,-37,-4
Bfl-1 Bim block,-5,-1,-13,-5,-6,-5,.,.
Bcl-2 Bim block,-5,4,-11,-4,-4,-1,.,.

49: O=c1[nH]c(CSc2nc3ccccc3s2)nc2cc(Cl)ccc12
50: S=C(Nc1ccccc1)N1CCN(C/C=C/c2ccccc2)CC1
51: COc1ccc(NC(=O)/C(C#N)=C/c2ccc3c(c2)n(C)c(=O)n3C)cc1
52: CCc1cc2c(nc1CC)CCN(CC/C(C)=N/OC[C@H]1O[C@H](c3ccccc3)C=C[C@@H]1Oc1ccc(OC)cc1)C2
53: COc1ccccc1CNC(=O)CSc1ccc(-c2cccs2)nn1
54: O=C(Nc1ccccc1)C(=O)Nc1ccccn1
55: COc1cc(CCC(=O)OCn2nnc3ccccc3c2=O)cc(OC)c1OC
assay / entry,49,50,51,52,53,54,55
RGS7-Gao,?,108,97,102,103,102,96
RGS4-Gao reg,93,105,99,101,101,105,101
Mcl-1 Bim block,.,-3,-1,-6,-3,-8,0
Bim-Bcl-W,.,-4,3,-6,-5,-4,1
Mcl1-Noxa inh,33,15,39,-20,8,.,-13
Bcl-B Bim block,.,-9,-4,-9,-5,-10,-4
RGS8-Gao reg,100,117,94,101,102,106,101
Bcl-XL Bim block,.,0,-3,-8,-2,-13,-12
Mcl1-Bid inh,-49,-59,27,-17,-6,-9,4
Bfl-1 Bim block,.,0,1,-1,-6,-6,-12
Bcl-2 Bim block,.,-4,2,-4,-3,-7,-7

# Compounds above containing a Cl atom, in the order listed:
9: Cc1nn(-c2ccccc2)c(C)c1/C=N/NC(=O)CSc1nnc(-c2ccccc2)n1-c1ccc(Cl)cc1
18: CC(=O)c1nn(-c2cccc(Br)c2)cc1C(=O)c1ccc(Cl)cc1
26: COc1ccc(CC(=O)OCC(=O)Nc2ncc(Cl)cc2Cl)cc1OC
29: O=C(Nc1ccc(Cl)cn1)c1cccnc1
34: Cc1ccc(C(=O)CN(C(=O)c2ccc(Cl)c(Cl)c2)N2C(=O)C3CCCCC3C2=O)cc1C (centres undefined)
47: O=C1CCN(S(=O)(=O)c2ccccc2)CCN1CCOCc1ccc(Cl)cc1
48: CN(CCc1ccccn1)C(=O)c1cccnc1Oc1ccc(Cl)cc1
49: O=c1[nH]c(CSc2nc3ccccc3s2)nc2cc(Cl)ccc12
assay / entry,9,18,26,29,34,47,48,49
RGS7-Gao,99,101,101,102,94,?,?,?
RGS4-Gao reg,101,98,101,103,87,100,95,93
Mcl-1 Bim block,-1,-3,-3,5,-4,.,.,.
Bim-Bcl-W,-3,-2,-7,4,-1,.,.,.
Mcl1-Noxa inh,-6,-1,2,14,-23,5,-35,33
Bcl-B Bim block,4,-6,-5,-3,-11,.,.,.
RGS8-Gao reg,99,103,100,103,94,98,98,100
Bcl-XL Bim block,-8,-8,-10,-5,-6,.,.,.
Mcl1-Bid inh,8,-20,0,-6,-4,-37,-4,-49
Bfl-1 Bim block,-12,-1,0,-12,-14,.,.,.
Bcl-2 Bim block,-5,-1,-3,-4,-7,.,.,.

# Source: PubChem BioAssay
